# Kir21 block: inhibitors of mouse Kir2.1 inward-rectifier potassium channel | P35561 | HEK293-Kir2.1, FluxOR thallium flux fluorescence; active compounds read low | B-score at 10 µM | 0.85% of 310,000 active | AID 1672;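 active = fluorescence ratio B-score at or below minus 3 SD of library scores, with starting-brightness B-score within 2 SD, cut at about -4.2 in these data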;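 note: channel flux triggered by added potassium and thallium sulfate stimulus; B-score of peak minus minimum fluorescence over baseline after thallium stimulus; more negative B-score means stronger Kir2.1 block with less thallium influx; some compounds called inactive have numbers as strong as hits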
# KCNQ2 inh: KCNQ2 channel blockers in CHO-K1 cells – cell-based, FluxOR thallium flux, B-score, primary screen (AID 2156). B-score at 10 µM. 1.1% of 310,000 active. O88943. 20 min; active compounds read low;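 active = fluorescence ratio B-score at most minus 3 library SDs, with starting brightness B-score within 2 library SDs, cut at about -5.5 in these data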
# Target sequence (O88943 whole entry, looked up): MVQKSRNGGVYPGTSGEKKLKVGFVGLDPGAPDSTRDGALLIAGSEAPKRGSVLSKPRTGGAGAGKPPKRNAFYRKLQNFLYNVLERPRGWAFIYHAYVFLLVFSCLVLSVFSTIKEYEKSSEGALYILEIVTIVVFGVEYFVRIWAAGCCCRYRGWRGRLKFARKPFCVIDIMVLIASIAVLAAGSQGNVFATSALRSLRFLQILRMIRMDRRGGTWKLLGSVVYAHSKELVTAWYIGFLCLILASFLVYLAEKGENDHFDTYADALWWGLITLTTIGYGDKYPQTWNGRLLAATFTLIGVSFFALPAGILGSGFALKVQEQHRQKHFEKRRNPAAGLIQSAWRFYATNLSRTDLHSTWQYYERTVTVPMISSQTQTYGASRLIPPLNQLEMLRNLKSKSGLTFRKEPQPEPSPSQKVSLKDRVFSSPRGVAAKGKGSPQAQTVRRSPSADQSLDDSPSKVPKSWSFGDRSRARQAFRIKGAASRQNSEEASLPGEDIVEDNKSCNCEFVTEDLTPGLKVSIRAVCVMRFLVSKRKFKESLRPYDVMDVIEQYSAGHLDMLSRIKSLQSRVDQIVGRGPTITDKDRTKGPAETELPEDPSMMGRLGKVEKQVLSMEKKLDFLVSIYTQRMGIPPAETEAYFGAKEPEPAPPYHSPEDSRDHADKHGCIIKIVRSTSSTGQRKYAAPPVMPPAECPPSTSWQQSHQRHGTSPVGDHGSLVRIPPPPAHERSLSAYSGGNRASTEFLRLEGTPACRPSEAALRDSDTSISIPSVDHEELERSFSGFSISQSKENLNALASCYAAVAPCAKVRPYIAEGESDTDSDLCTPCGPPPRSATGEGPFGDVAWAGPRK
# An asterisk follows results filed as active; i = inactive.
# Screens in order: Kir21 block	KCNQ2 inh
O=C(CCNC(=O)C1CCN(S(=O)(=O)c2ccc(F)cc2)CC1)NCc1ccccc1
 : 1.4	i
CC(=O)c1ccc(N(C(=O)c2ccco2)C(C(=O)NC2CCCC2)c2cccs2)cc1 (stereo not drawn)
 : -0.49	i
C/C(=N\NC(=O)c1ccccc1F)c1cccc(NC(=O)c2ccccc2)c1
 : 0.27	i
CCCCc1nc2ccccc2n1CC(=O)NN
 : 0.25	i
Cc1[nH]c(=O)c(C#N)c(C)c1CCC(=O)NCc1ccc(Cl)cc1
 : -1.4	i
O=C(Nc1ccc2c(c1)OCCO2)c1cnc2n(c1=O)CCS2
 : -0.14	i
COc1cc2c(cc1OC)C(C)N(C(=O)/C=C/c1cc(OC)c(OC)c(OC)c1)CC2 (stereo not drawn)
 : -0.38	i
CSc1nsc(SCC(=O)Nc2ccccc2C(N)=O)n1
 : -0.74	i
O=C(NCCCNC(=O)c1ccccc1)c1ccccc1
 : 0.76	i
CCOC1(OCC)C(c2ccc(Cl)cc2)C(C#N)(C#N)C1(OCC)OCC (stereo not drawn)
 : 0.27	i
COc1ccc(CCNC(=O)C2CCN(S(=O)(=O)c3cc(OC)ccc3OC)CC2)cc1
 : -0.49	i
CC1Cc2ccccc2N1C(=O)C1CCCCN1S(=O)(=O)c1ccccc1 (stereo not drawn)
 : -0.29	i
COC(=O)c1ccc(CS(=O)(=O)c2ccccc2C)o1
 : -0.01	i
CNC(=O)N(C1=NCC(C)(C)S1)c1ccc(F)c(Cl)c1
 : 0.06	i
COc1ccccc1/C=N/NC(=O)c1ccc(NC(=O)c2cccc([N+](=O)[O-])c2)cc1
 : 3.1	i
CCc1ccccc1NC(=O)CCc1nc(-c2cccs2)no1
 : 0.07	i
Cc1nc([N+](=O)[O-])cn1CC(=O)c1ccc(OC(F)(F)F)cc1
 : 0.95	i
COCCCC1CCN(C(=O)C2CCC(=O)N(C3CCCC3)C2)CC1 (stereo not drawn)
 : -0.11	i
COc1ccccc1NC(=O)CC12CC3CC(CC(Br)(C3)C1)C2
 : -0.94	i
CCOC(=O)N1CCN(C(=O)c2ccc(CSc3ccc(Cl)cc3)cc2)CC1
 : -0.3	i

# Given tab-delimited: entries from further up
SMILES	Kir21 block	KCNQ2 inh
COc1ccc(CCNC(=O)C2CCN(S(=O)(=O)c3cc(OC)ccc3OC)CC2)cc1	-0.49	i
CC1Cc2ccccc2N1C(=O)C1CCCCN1S(=O)(=O)c1ccccc1 (stereo not drawn)	-0.29	i
COC(=O)c1ccc(CS(=O)(=O)c2ccccc2C)o1	-0.01	i
CNC(=O)N(C1=NCC(C)(C)S1)c1ccc(F)c(Cl)c1	0.06	i
COc1ccccc1/C=N/NC(=O)c1ccc(NC(=O)c2cccc([N+](=O)[O-])c2)cc1	3.1	i
CCc1ccccc1NC(=O)CCc1nc(-c2cccs2)no1	0.07	i

# Carrying on.
# Screens in order: Kir21 block	KCNQ2 inh
O=C(NCc1cccs1)C1CCN(S(=O)(=O)c2cccc([N+](=O)[O-])c2)CC1
 : -2.2	i
Cc1ccc(CC(=O)N2CCN(c3ccccn3)CC2)cc1
 : 0.54	i
Cc1ccc2oc3nc(C)c(C(=O)O)cc3c(=O)c2c1
 : -0.64	i
Cc1ccccc1NC(=O)Cc1nc(COC(=O)C(C)C)cs1
 : -1.3	i
Cc1cc(C)nc(NC(C)(C)C(=O)O)n1
 : -1.7	i
Cc1ccc(N=Cc2c(O)c3ccccc3oc2=O)c(C)c1
 : 1.5	i
OCC[C@@H]1C[C@H](O)[C@@H](O)[C@@]2(OCCCc3ccccc32)O1
 : -1.8	i
O=C(O)CCCC(=O)N1CCCC1
 : 1.7	i
CC(C)NC(=O)C(c1ccc(F)cc1)N(C(=O)CCC(=O)Nc1ccccn1)C1CCCC1 (stereo not drawn)
 : -0.85	i
O=C(OCN1C(=O)c2ccccc2C1=O)c1cccc(OC(F)F)c1
 : -0.34	i
COC(=O)c1cccc(C23CC4(C2)[C@H](CN(C)[C@@H]4c2ccccc2)C3c2ccc(C(F)(F)F)cc2)c1 (stereo partly drawn)
 : 1	i
FC(F)(F)c1cnc(Oc2ccccc2-c2nnco2)c(Cl)c1
 : -1.3	i
COc1ccc(OCc2nnc3n2N=C(c2ccccc2)C(CC(=O)O)S3)cc1 (stereo not drawn)
 : 1.6	i
C=C(C)CN(CC)C(=O)COc1ccc(S(=O)(=O)Nc2ccc(OC)cc2)cc1
 : 0.52	i
O=C(c1cc2c(=O)n3ccccc3nc2s1)N1CCN(Cc2ccc3c(c2)OCO3)CC1
 : 0.31	i
Cc1cc2[nH]c(=O)c(=O)[nH]c2cc1S(=O)(=O)N1CCN(c2ccccc2F)CC1
 : -1.3	i
CSc1nc2nc3c(cc2c(=O)n1-c1ccccc1C)COC(C)(C)C3
 : 0.93	i
CC1=C(C(=O)OC(C)C)C(c2ccc(Cl)cc2)n2c(s/c(=C\c3ccc(OCC(=O)O)cc3)c2=O)=N1 (stereo not drawn)
 : -2	i
O=S(=O)(c1ccccc1)c1nc(-c2ccco2)oc1NCc1ccco1
 : 0.01	i
Cc1ccc(N2C(=O)C3C(C(=O)c4ccccc4)=NN(c4ccccc4)C3C2=O)cc1 (stereo not drawn)
 : 0.82	i
Cc1ccc2c(c1)N(CCC(=O)NC1CCCCC1)C(=O)CO2
 : -0.3	i
CCOc1cccc2cc(C(=O)NCc3ccc(F)cc3)c(=N)oc12
 : 0.87	i
C#CCOC(=O)c1csc2nnsc12
 : -0.44	i
CNc1nc(N)c([N+](=O)[O-])c(N2CCCCCC2)n1
 : -1.7	i
COc1ccc(CCNC(=O)c2cc(-c3ccccc3)c(N3CCOCC3)s2)cc1OC
 : -0.64	i
O=S(=O)(Nc1ccc2[nH]ncc2c1)c1ccccc1Cl
 : 0.96	i
CCC(C)NC(=O)C1c2ccccc2C(=O)N1Cc1ccc(OC)cc1OC (stereo not drawn)
 : -0.06	i
CCOC(=O)C1CCN(C(=O)c2cc3ccc(OC)cc3[nH]2)CC1
 : 0.96	i
COC(=O)c1c(C)oc2ccc(N(C(C)=O)S(=O)(=O)c3ccccc3)cc12
 : -0.04	i
Cn1cc(S(=O)(=O)N2CCC(Cc3ccccc3)CC2)c(=O)n(C)c1=O
 : -1	i
Oc1ccc(Br)cc1Cn1nnc2ccccc21
 : -0.91	i
Cc1cc(=O)[nH]c2ccc(S(=O)(=O)NCc3ccccc3)cc12
 : 0.39	i
Cc1cccc(N2C(=O)CC(Sc3nc(C)c4c(n3)CCCC4)C2=O)c1 (stereo not drawn)
 : -0.04	i
Cc1cc(=O)oc2cc(NC(=S)NCc3cccnc3)ccc12
 : -0.11	i
Cn1c(SCC(=O)N/N=C/C=C/c2ccco2)nc2ccccc21
 : 1.8	i
CCCCCOC(=O)c1ccccc1C(=O)O
 : 0.58	i
C=CCSc1nnc2n(CCc3ccccc3)c(=O)c3c4c(sc3n12)COC(C)(C)C4
 : 1.8	i
O=C(CN1C(=O)C2CCCCN2C(=O)c2ccccc21)N1CCCc2ccccc21 (stereo not drawn)
 : -0.57	i
O=C(NCCOC(=O)C1COc2ccccc2O1)C1COc2ccccc2O1 (stereo not drawn)
 : -0.33	i
CC(=O)OCC(=O)Nc1ccc(N=Nc2ccccc2)cc1
 : 0.44	i
COc1ccccc1NC(=O)COc1cccc(-n2cnnn2)c1
 : 0.7	i
COc1cc(NC(=O)c2cccs2)c(C(=O)OCC(=O)NCc2ccccc2)cc1OC
 : -0.67	i
Cc1nc2ccc(S(=O)(=O)Nc3cccc(-c4nc5cccnc5s4)c3)cc2s1
 : -4	i
Cc1ccc(C(=O)N/C(=C\c2ccc(Br)cc2)c2nc(=S)[nH][nH]2)cc1
 : -0.04	i
COc1ccc(Cc2c(O)nc(SCC(=O)NC(C)(C)C)[nH]c2=O)cc1
 : -0.91	i
C=C(c1ccc(O)cc1)c1ccc(O)cc1
 : 0.59	i
O=C1CNC(=S)N1CCCc1ccccc1
 : -0.31	i
C=C(C)CNC(=S)NNC(=O)CCn1c2ccccc2c2ccccc21
 : 0.02	i
CCCCSc1nnc(CCNC(=O)OC(C)(C)C)o1
 : 0.35	i
CC(=O)Nc1ccc(NS(=O)(=O)c2cc(C)sc2C)cc1
 : 0.62	i
COc1cccc(C2CC(C(F)(F)F)n3ncc(C(=O)NC(C)(C)C)c3N2)c1 (stereo not drawn)
 : 0.58	i
O=C(Nc1ccccc1C(F)(F)F)N1CCN(c2ccc3nncn3n2)CC1
 : 0	i
CC(=O)c1cccc(NC(=O)CN2C(=O)c3ccccc3C2=O)c1
 : 1.1	i
CCOC(=O)N1CCN(c2nc(C)c3c(n2)CC(C)CC3=O)CC1 (stereo not drawn)
 : 0.81	i
CCn1c(SCC(=O)c2ccc3c(c2)OCCO3)nnc1-c1ccco1
 : -2.2	i
COc1ccc(C(=O)NCC(C)(C)CNC(=O)c2ccc(OC)cc2)cc1
 : 0.9	i
Cc1ccc(/C=C(\NC(=O)c2ccccc2)C(=O)N2CCCCC2)cc1
 : -0.03	i
Cc1c(-c2ccc(F)cc2)nc(N)c(C#N)c1-c1cccnc1
 : 1.9	i
CCOC(=O)c1c(C)[nH]c(O)c1C=Nc1ccccc1
 : -0.45	i
C[C@H](c1ccccc1)n1nnc(COCc2ccccc2)c1C#CCOCc1ccccc1
 : 0.07	i

# (list continues)
# Screens in order: Kir21 block	KCNQ2 inh
Nc1cccnc1Oc1ccccc1F
 : 1.8	i
CC(C)C(NC(=O)c1ccc(F)cc1)C(=O)OCC(=O)N1CC(=O)Nc2ccccc21 (stereo not drawn)
 : -0.26	i
COc1ccc(-c2c3c(=O)n(C)c(=O)n(C)c3cn2-c2ccccc2O)cc1
 : 0.68	i
CCC1(CC)Cc2ccccc2C(N)=C1C#N
 : -1.7	i
CCCc1c(C(=O)N/N=C/c2cccc(OCc3ccc(F)cc3)c2)nnn1-c1nonc1N
 : -0.41	i
Cc1cc(SCC#N)n2nc(C)c(-c3ccccc3)c2n1
 : 1	i
O=S(=O)(c1ccc(Oc2ccc3oc4ccccc4c3c2)nc1)N1CCCC1
 : 0.43	i
CCCC(=O)Nc1cccc(S(=O)(=O)N(C)c2ccccc2)c1
 : 0.39	i
CCSc1nc2c(c(-c3ccc(C)o3)c1C#N)CCCC2
 : -1.6	i
Cc1ccc2nsnc2c1S(=O)(=O)N1CCN(Cc2ccc3c(c2)OCO3)CC1
 : -1.4	i
COc1ccc(N2CCN(C(=O)CN(Cc3ccccc3)S(C)(=O)=O)CC2)cc1
 : -0.07	i
CC(NCC(=O)Nc1cc(Cl)cc(Cl)c1)c1ccccc1 (stereo not drawn)
 : -1.8	i
CCN(CC)C(=O)CC(c1ccc2c(c1)OCO2)c1c(OC)cc(OC)c2c(-c3ccccc3)cc(=O)oc12 (stereo not drawn)
 : 1.6	i
CC(C)C(OC(=O)c1nsc(Cl)c1Cl)C(=O)NCC1CCCO1 (stereo not drawn)
 : 2.2	i
CCOC(=O)Cc1cc(=O)n2[nH]c(-c3ccc(C)cc3)cc2n1
 : 1.9	i
O=C(CNc1ccccc1Cl)c1ccc(Br)cc1
 : 0.68	i
Cc1nn(C)c(Cl)c1/C=C/C(=O)O
 : -0.42	i
CCn1c([N+](=O)[O-])nc2c1c(=O)[nH]c(=O)n2C
 : 1.4	i
CCOC(=O)N1CCN(C(=O)c2cc3c(=O)[nH]c4ccccc4c3s2)CC1
 : 0.2	i
C=C[C@@]1(C)CC(=O)[C@]2(O)[C@@]3(C)[C@@H](O)CCC(C)(C)[C@@H]3[C@H](OC(C)=O)[C@H](O)[C@@]2(C)O1
 : -0.96	i
COc1ccc(CN2CNc3c(c(=O)n(C)c(=O)n3C)C2)cc1
 : 0.39	i
O=C(CC(c1ccccc1)c1cc(Cl)ccc1O)NCCCN1CCOCC1 (stereo not drawn)
 : -0.12	i
Cc1ccc(S(=O)(=O)Nc2ccc(O)c(S(=O)(=O)c3ccc(C)cc3)c2)cc1
 : 0.41	i
NN=C(c1cccc([N+](=O)[O-])c1)c1cccc([N+](=O)[O-])c1
 : 0.02	i
Cc1coc2cc3oc(=O)ccc3cc12
 : 1.5	i
CCc1ccc2oc(C(=O)NCC(c3ccc(OC)cc3)N3CCCCC3)c(C)c2c1 (stereo not drawn)
 : 0.04	-7.1*
COC(=O)C1=C(C)NC(C)=C(C(=O)OC)C1c1ccc(C)o1
 : -1.5	i
C=C(C)c1sc(-c2ccccc2)nc1C
 : 1.3	i
O=C1CN(S(=O)(=O)c2cc(Cl)ccc2Cl)c2ccccc2N1
 : -3.6	i
OC(C#CCCN1CCCCC1)(c1ccccc1)c1ccccc1
 : 0.41	i
COc1ccc(C(=O)N[C@H](C(=O)NCc2ccccc2)C(C)C)cc1
 : 1	i
O=C(COC(=O)c1ccc2c(c1)OCO2)NCc1ccc2c(c1)OCO2
 : 1.2	i
CCCc1ccc(C(=O)NC(=O)c2ccccc2O)cc1
 : -0.51	i
NC(=O)C1CCN(Cc2ccc(OCc3ccccc3)cc2)CC1
 : -0.07	i
Cc1ccc(Cn2c(SC(C)C(N)=O)nc3ccccc3c2=O)cc1 (stereo not drawn)
 : -0.74	i
Cc1nc(NCc2ccc3c(c2)OCO3)c2nnn(Cc3ccccc3)c2n1
 : 0.13	i
COc1ccc([N+](=O)[O-])cc1NC(=O)C1CCCN1S(=O)(=O)c1cccs1 (stereo not drawn)
 : 2.2	i
NC(=O)c1ccc[n+](Cc2ccccc2)c1
 : 0.62	i
Cc1onc(-c2ccccc2Cl)c1C(=O)OCC(=O)N1CCN(c2ccccc2)CC1
 : 0.35	i
CN(C(=O)c1ccco1)c1nc2c(s1)CCCC2
 : 0.04	i
COc1ccc(C(=O)Oc2ccc(/C=N/Nc3ccc(Cl)c(C(=O)O)c3)cc2OC)cc1
 : 0.61	i
COc1cccc(NC(=O)c2cccnc2)c1
 : 0.29	i
